High-throughput results (PubChem)
PLK1 PBD block = inhibitors of human PLK1 polo-box domain binding; P53350; Plk1 PBD binding of FITC phosphopeptide, fluorescence polarization; Potency, µM, inactives show max response, negative = inhibition, hits mostly inhibitors; 360,000 compounds, 2.8% hits; AID 720504; also: potency is read from the fitted curve at half-maximal effect; series mostly up to about 57 µM; % is scaled to controls: 0 for no effect and ±100 for the full control effect; nearly all actives have a fitted effect of over 65% in size
IL2 activator = IL-2 activation; IL-2 activation reporter assay, cell-based qHTS; stimulated with anti-CD3/CD4/CD28 beads; in transgenic mouse T cells; activation, % (series mostly up to about 46 µM); 360,000 compounds, 0.065% hits; in the data active = activation above about 50%; inconclusive = mostly about 30% to 49%; also: 0% is about no effect
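Unstimulated transgenic mouse T cells, 750 per well, received compound and, after 60 minutes, anti-CD3/anti-CD4 bead plus anti-CD28 stimulation. EGFP and DsRed were quantified after 18 hours.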
WRN helicase inh = blocks human WRN helicase. Potency, µM (top dose mostly 114 µM), for the others: at the highest dose activity change, negative = inhibition, usual class: inhibitors. 360,000 compounds, 0.46% hits. Q14191. WRN helicase unwinding, fluorescent forked duplex, kinetic. AID 651768; also: potency is read from the fitted curve at half-maximal effect; % is scaled to controls: 0 for no effect and ±100 for the full control effect; nearly all actives have a fitted effect of over 55% in size
Target sequence (Q14191 whole entry, looked up): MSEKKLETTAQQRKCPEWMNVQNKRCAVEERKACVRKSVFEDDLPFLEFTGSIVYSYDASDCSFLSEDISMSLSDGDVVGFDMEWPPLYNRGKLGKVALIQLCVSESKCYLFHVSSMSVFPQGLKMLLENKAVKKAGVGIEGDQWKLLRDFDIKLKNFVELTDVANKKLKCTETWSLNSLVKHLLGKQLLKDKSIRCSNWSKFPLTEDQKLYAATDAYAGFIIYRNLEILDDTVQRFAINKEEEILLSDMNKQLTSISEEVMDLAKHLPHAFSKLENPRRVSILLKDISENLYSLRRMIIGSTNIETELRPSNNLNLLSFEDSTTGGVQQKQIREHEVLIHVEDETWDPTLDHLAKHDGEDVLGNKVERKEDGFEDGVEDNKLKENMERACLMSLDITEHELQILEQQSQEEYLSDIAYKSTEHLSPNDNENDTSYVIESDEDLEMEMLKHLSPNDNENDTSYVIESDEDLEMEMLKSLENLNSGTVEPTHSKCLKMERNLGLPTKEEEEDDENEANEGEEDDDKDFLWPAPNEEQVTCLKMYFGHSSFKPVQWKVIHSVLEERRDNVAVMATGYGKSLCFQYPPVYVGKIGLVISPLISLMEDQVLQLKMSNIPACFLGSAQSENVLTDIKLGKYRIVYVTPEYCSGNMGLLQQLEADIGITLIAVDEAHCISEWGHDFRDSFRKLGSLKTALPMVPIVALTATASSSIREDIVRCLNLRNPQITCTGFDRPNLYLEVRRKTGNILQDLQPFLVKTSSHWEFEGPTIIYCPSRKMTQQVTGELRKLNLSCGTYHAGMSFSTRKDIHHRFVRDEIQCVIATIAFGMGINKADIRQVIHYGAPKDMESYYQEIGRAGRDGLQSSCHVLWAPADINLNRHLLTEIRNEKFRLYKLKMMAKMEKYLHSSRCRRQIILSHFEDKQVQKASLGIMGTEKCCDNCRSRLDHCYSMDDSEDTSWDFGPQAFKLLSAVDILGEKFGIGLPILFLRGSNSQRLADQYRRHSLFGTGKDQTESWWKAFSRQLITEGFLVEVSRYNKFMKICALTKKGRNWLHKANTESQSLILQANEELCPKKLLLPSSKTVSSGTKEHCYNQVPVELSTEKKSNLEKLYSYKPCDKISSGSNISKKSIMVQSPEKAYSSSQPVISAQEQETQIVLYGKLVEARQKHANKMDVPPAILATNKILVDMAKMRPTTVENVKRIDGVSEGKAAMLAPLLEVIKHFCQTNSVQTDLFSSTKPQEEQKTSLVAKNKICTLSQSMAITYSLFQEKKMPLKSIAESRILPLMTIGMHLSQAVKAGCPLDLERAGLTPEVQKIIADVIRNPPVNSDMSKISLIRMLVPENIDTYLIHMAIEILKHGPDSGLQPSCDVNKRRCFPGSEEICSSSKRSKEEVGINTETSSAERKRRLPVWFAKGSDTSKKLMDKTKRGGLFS
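Screening of the MLSMR collection measured strand separation of a quenched forked DNA duplex (100 nM) by 20 nM WRN with 2 mM ATP, all final. Compounds were preincubated with enzyme 15 min at room temperature.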
EPAC2 ag = EPAC2 (human) agonism. Q8WZA2. EPAC2 activation, biochemical qHTS; response scale: 100% = 6.5 mM cAMP response. Potency, µM (highest dose often 154 µM), for inactives: at the top dose activation, usual class: activators. 360,000 compounds, 0.079% hits. AID 720711; also: potency is read from the fitted curve at half-maximal effect; nearly all actives have a fitted effect of over 50% in size
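Fluorescence exchange assay: 100 nM EPAC2 with 250 nM RAP1B-BODIPY-GDP and 50 uM GDP; compounds tested as a concentration-titration series (qHTS). Loss of Rap1-bound BODIPY-GDP fluorescence read at 480/540 nm; data normalized to 6.5 mM cAMP.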
EPAC1 ag = agonists of human EPAC1; O95398; EPAC1 agonist qHTS, biochemical assay; response scale: 100% = response to 6.5 mM cAMP; Potency, µM (highest dose often 154 µM), for the others: top-dose activation, actives largely listed as activators; 360,000 compounds, 0.073% hits; AID 720707; also: potency is read from the fitted curve at half-maximal effect; nearly all actives have a fitted effect of over 60% in size
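EPAC1 100 nM, Rap1B–BODIPY-GDP 250 nM, unlabeled GDP 50 uM; compound titration; 5 min RT; kinetic read ex480/em540 at 5-min intervals ×30 min; data normalized to 6.5 mM cAMP agonist control.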
EPAC1 antag = antagonists of human EPAC1. O95398. EPAC1 GEF assay, Rap1b-BODIPY-GDP exchange fluorescence. Potency, µM (doses to about 115 µM), for the others: at the top dose activity change, negative = inhibition, hits mostly inhibitors. 360,000 compounds, 0.14% hits. AID 720709;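 also: potency is read from the fitted curve at half-maximal effect; plate controls were vehicle for no effect and positive control for full effect; nearly all actives have a fitted effect of over 50% in size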
CCT modulator = changes cytosolic chaperonin activity. 360,000 compounds, 0.3% hits. activity change, % (test concentration not listed), hits read low. purified chaperonin ATPase assay, HTRF ADP detection, 30 min. AID 651819; in the data active = activity change below about -30%; also: % is scaled to controls: 0 for no effect and ±100 for the full control effect
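Enzyme 40 or 20 nM (batch-dependent) in Tris pH 7.4/KCl/MgCl2/DTT; cpd 76 uM single point; ATP 10 uM; 30 min 37 °C; Transcreener ADP HTRF detection, 30 min RT; ratio 665/615.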
PI5P4K alpha inh = PI5P4K alpha (human) kinase inhibition | max response, % | P48426 | 330,000 compounds, 1.2% hits | PI5P4Kalpha enzyme, ADP-Glo luminescence, 60 min; stronger effect = lower value; active = max response of -50% or lower; inconclusive = between -30% and -50%; inactive = -30% or higher; also: value at the top dose of about 77 µM; % is scaled to controls: 0 for no effect and ±100 for the full control effect
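PI5P4Kalpha ADP-Glo assay; 5 microM ATP final; 60 min RT reaction; HEPES pH 7.4/EGTA/CHAPS, 5% DMSO; controls lacking substrate or enzyme; luminescent end-point.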
* marks the source's active call; other numbers are inactive results; ? = inconclusive; · = no result given; [ ] = another dose, or the depositor's remark. Unless noted, calls follow the shape of the dose curve; as a rule, active = well fitted curve in the direction sought with a large enough effect; inconclusive = small, poorly fitted or top-dose-only effect, or another doubt; inactive = no such curve, though single readings can be large; an effect the other way counts as inactive or inconclusive.

compound,PLK1 PBD block,IL2 activator,WRN helicase inh,EPAC2 ag,EPAC1 ag,EPAC1 antag,CCT modulator,PI5P4K alpha inh
O=C1CN(C(=O)COC(=O)c2ccc([N+](=O)[O-])s2)c2ccccc2N1,-5%,0.0,-1%,10%,-2%,?,2.0,6
COc1cccc(NS(=O)(=O)NC(=O)c2cn(C)c3ccccc23)c1,-6%,-0.9,0%,3%,10%,-7%,0.4,-1
NS(=O)(=O)c1cc(C(=O)NNC(=O)c2ccc3c(c2)OCO3)ccc1Cl,1%,0.4,-21%,4%,11%,1%,1.1,-4
COc1ccc(CC(=O)NNC(=O)c2c(-c3ccccc3Cl)noc2C)cc1OC,-4%,1.0,-26%,13%,10%,12%,-3.6,-1
CCCCN(C)C(=O)c1c[nH]c2ccc(S(=O)(=O)N3CCOCC3)cc2c1=O,3%,-1.3,-4%,11%,10%,-1%,-1.5,2
CCOC(=O)C(O)(C1C(=O)CC(C)(C)CC1=O)C(F)(F)F (stereo not drawn),-8%,-0.4,0%,5%,8%,0%,0.8,0
C[C@H](NC(=O)c1ccco1)C(=O)NC1CCCCCC1,2%,0.3,6%,-2%,5%,-6%,0.1,0
O=C(NC1CCCCCCC1)c1ccccc1-c1ccccc1,1%,0.9,-2%,-2%,9%,13%,-3.1,-4
Cc1ccc(C2CC(=O)NC(SCc3ccccc3)=C2C#N)o1 (stereo not drawn),-26%,0.8,-25%,11%,-1%,-16%,1.0,·
Cc1ccc2nc3c(cc(C(=O)NCCc4ccccc4)c(=N)n3CCN3CCOCC3)c(=O)n2c1,-11%,-0.5,7%,11%,9%,12%,-0.4,-3
CC(=O)Nc1ccc2c(c1)C(=O)N(c1ccc(C)cc1)C2=O,?,-0.2,7%,7%,-2%,-13%,1.2,9
COc1ccc(S(=O)(=O)N2CCCCC2)cc1NC(=O)C1CCCO1 (stereo not drawn),-11%,1.0,-1%,-15%,-3%,20%,-0.7,1
NC(=O)c1ccccc1NC(=O)c1ccccc1Cl,-8%,-1.8,6%,5%,9%,0%,-1.8,5
CCC(C)(C)NC(=O)C1CCN(c2nc(C)cc(C)n2)CC1,-7%,1.8,-4%,12%,0%,-6%,-1.4,·
Cc1ccc(C)c(OCc2cc(C(=O)N(C)Cc3ccccn3)no2)c1,-7%,-3.6,-7%,1%,2%,6%,0.3,3

Additional results.
compound,PLK1 PBD block,IL2 activator,WRN helicase inh,EPAC2 ag,EPAC1 ag,EPAC1 antag,CCT modulator,PI5P4K alpha inh
Oc1ccc(/C=N/Nc2ccc(C(F)(F)F)cn2)cc1O,-6%,-0.6,-28%,-10%,-7%,-25%,1.4,2
O=C(N/N=C/c1ccco1)c1cc(-c2ccc(Cl)cc2)n[nH]1,-4%,4.3,-10%,4%,8%,6%,0.6,1
Cc1ccc(S(=O)(=O)N2C[C@H]3C(=O)C[C@@H](c4ccccc4)N(S(=O)(=O)c4ccc(C)cc4)[C@H]3C[C@H]2c2ccccc2Cl)cc1,1%,0.1,-6%,4%,-12%,?,-6.6,0
COc1ccc(CNC(=O)COc2cc3c(c4oc(=O)cc(C)c24)CCC(C)(C)O3)cc1,-5%,-0.2,0%,8%,2%,-15%,-0.6,9
COc1ccccc1C1NC=C([N+](=O)[O-])C=C1[N+](=O)[O-] (stereo not drawn),?,-6.2,?,2%,5%,2%,-2.0,-10
C=CCOCCN(CC)CC,-4%,-0.5,-3%,10%,1%,-25%,-0.2,8
CC(=O)N(Cc1ccccc1)C1CC(=O)N(Cc2ccccc2)C1=O (stereo not drawn),1%,0.2,-9%,3%,8%,2%,2.2,0
CCN1C(=O)N(C(C)=O)C2C1N(C(C)=O)C(=O)N2C(C)=O (stereo not drawn),-2%,-0.6,1%,5%,-1%,-16%,-1.2,2
CNc1cc(CSC)nc(SCc2ccc(Cl)c(Cl)c2)n1,-2%,-1.1,-24%,30%,30%,-7%,0.9,·
CSCCC(NC=C1C(=O)OC(C)(C)OC1=O)C(=O)O (stereo not drawn),-8%,-3.0,-5%,-5%,8%,-14%,0.9,0
CC(C)(C)C(=O)Nc1ccc(S(=O)(=O)Nc2ccccn2)cc1,-10%,1.1,-3%,8%,-6%,-5%,0.9,-3
CCn1c(SCC(=O)c2cc(OC)ccc2OC)nnc1C1CC1,?,-2.6,8%,7%,-1%,-4%,-2.0,0
CCCCNC(=O)OC(C)CNC(=O)Oc1cccc(C)c1 (stereo not drawn),-6%,-0.1,0%,3%,0%,-5%,-1.8,-5
CCCCNC(NCCCC)=C(S(=O)(=O)CC)S(=O)(=O)CC,-6%,-1.4,15%,7%,3%,14%,-1.8,·
Cc1ccc(OCCCn2c(=O)sc3ccccc32)cc1,-8%,0.1,2%,11%,20%,-2%,-1.9,15

One compound at a time (already shown). Values in the order: PLK1 PBD block | IL2 activator | WRN helicase inh | EPAC2 ag | EPAC1 ag | EPAC1 antag | CCT modulator | PI5P4K alpha inh
CCCCNC(=O)OC(C)CNC(=O)Oc1cccc(C)c1 (stereo not drawn) in the list: -6% | -0.1 | 0% | 3% | 0% | -5% | -1.8 | -5
Oc1ccc(/C=N/Nc2ccc(C(F)(F)F)cn2)cc1O in the list: -6% | -0.6 | -28% | -10% | -7% | -25% | 1.4 | 2
CNc1cc(CSC)nc(SCc2ccc(Cl)c(Cl)c2)n1 in the list: -2% | -1.1 | -24% | 30% | 30% | -7% | 0.9 | ·
CCCCNC(NCCCC)=C(S(=O)(=O)CC)S(=O)(=O)CC in the list: -6% | -1.4 | 15% | 7% | 3% | 14% | -1.8 | ·

Other structures.
compound,PLK1 PBD block,IL2 activator,WRN helicase inh,EPAC2 ag,EPAC1 ag,EPAC1 antag,CCT modulator,PI5P4K alpha inh
CNC(=S)N1CCc2cc(OC)c(OC)cc2C1COc1ccc(F)cc1 (stereo not drawn),-11%,-1.2,-4%,3%,8%,-3%,-3.1,-2
Cc1cc(NC(=O)CCC(=O)NNC(=O)c2ccc(C(C)(C)C)cc2)no1,-10%,0.2,?,14%,0%,-6%,-2.3,5
CCC(C(=O)OCC(=O)NC(=O)c1ccccc1)c1ccccc1 (stereo not drawn),-1%,-3.9,8%,0%,-2%,9%,-0.3,4
O=C(N/N=C/c1c(Cl)cccc1Cl)c1n[nH]c2c1CCCC2,-3%,-3.2,9%,-7%,1%,-11%,0.2,-8
Cc1ccc(NS(=O)(=O)c2ccc(C(=O)OCC(=O)NCC3CCCO3)cc2)cc1 (stereo not drawn),-15%,-0.2,6%,5%,4%,-26%,-1.4,0
COc1ccccc1CCCNC(=O)C1CCC(=O)N(Cc2ccccc2F)C1 (stereo not drawn),-14%,-0.9,6%,7%,6%,1%,-1.7,-1
CC(/C=C/c1ccc2c(c1)OCO2)=N\NC(=O)c1cccc([N+](=O)[O-])c1,-2%,-1.6,-10%,6%,2%,-1%,-2.3,·
Cc1ccc(C23OCCN2CCn2nc4ccccc4c23)cc1 (stereo not drawn),-15%,-0.6,-3%,3%,-1%,-4%,-2.2,-4
O=C(CN1CCC(NC(=O)Cc2ccccc2)CC1)Nc1ccccc1Br,-1%,0.3,0%,-3%,-2%,-12%,1.4,18
O=C(Nc1ccc(Br)cc1)c1cccc(OC(=S)N2CCOCC2)c1,-4%,-5.2,-1%,24%,8%,-14%,0.8,5
CCCc1cc(N2CCCC(C(=O)Nc3c(OC)cccc3OC)C2)n2ncnc2n1 (stereo not drawn),-4%,-0.8,-4%,7%,4%,-13%,-2.9,·
O=C(O)C(Cc1ccccc1)N1C(=O)c2c(Cl)c(Cl)c(Cl)c(Cl)c2C1=O (stereo not drawn),?,2.3,-36%,3%,-6%,-9%,-1.2,-7
Nc1ccccc1C(=O)NCc1ccc(Cl)cc1,1%,0.1,-30%[57.1 µM],-1%,8%,0%,-0.7,-5
COC(=O)c1c(NC(=O)CC2SC(N)=NC2=O)sc2c1CCCC2 (stereo not drawn),-5%,-1.5,-10%,5%,0%,3%,0.3,·
O=C(CSc1nnc(-c2ccncc2)n1-c1ccc(Cl)cc1)N1CCOCC1,-13%,-3.7,-1%,4%,7%,6%,0.8,·

Continued.
mol | PLK1 PBD block | IL2 activator | WRN helicase inh | EPAC2 ag | EPAC1 ag | EPAC1 antag | CCT modulator | PI5P4K alpha inh
CCCc1nc(-c2ccccc2O)n(-c2ccccc2)n1 | 0% | -1.8 | 16%[57.1 µM] | -4% | -1% | -2% | 0.7 | -1
CCCn1c(-c2cccs2)nc2ccccc21 | -4% | -1.8 | -8% | 3% | -1% | -16% | -2.7 | 1
CCOCCCNS(=O)(=O)c1cc(Br)cc2c1N(C(=O)C1CC1)CC2 | -1% | -2.2 | 5% | -4% | -3% | 0% | 3.2 | -2
CC(C)CNC(=O)CSc1nc2scc(-c3ccccc3)c2c(=O)[nH]1 | ? | -0.6 | -3% | -3% | -9% | -3% | -0.7 | -14
O=C(NC1CCCCCC1)c1nc2ncccn2n1 | 2% | 2.2 | -4% | -1% | -1% | 6% | -3.2 | 1
Cc1ccccc1NC(=S)NC(NC(=O)c1ccccc1C)C(Cl)(Cl)Cl (stereo not drawn) | -9% | -3.4 | -18% | -8% | -1% | 12% | 0.8 | 1
Cc1cccc(C(=O)N2CCc3cc(-c4csc(NC(=O)CN5CCCC5)n4)ccc32)c1 | 0% | -0.7 | -19% | -5% | -7% | -17% | -3.7 | 0
CCOC(=O)CNC(=O)CSc1nc2cccnc2n1C1CCCCC1 | ? | 1.8 | 1% | -4% | -5% | 7% | 1.2 | -5

An excerpt from above in order of count of non-hydrogen atoms, falling.
mol | PLK1 PBD block | IL2 activator | WRN helicase inh | EPAC2 ag | EPAC1 ag | EPAC1 antag | CCT modulator | PI5P4K alpha inh
Cc1ccccc1NC(=S)NC(NC(=O)c1ccccc1C)C(Cl)(Cl)Cl (stereo not drawn) | -9% | -3.4 | -18% | -8% | -1% | 12% | 0.8 | 1
CC(C)CNC(=O)CSc1nc2scc(-c3ccccc3)c2c(=O)[nH]1 | ? | -0.6 | -3% | -3% | -9% | -3% | -0.7 | -14
CCCn1c(-c2cccs2)nc2ccccc21 | -4% | -1.8 | -8% | 3% | -1% | -16% | -2.7 | 1

Some of the compounds tested. The share of hits here may be higher or lower than overall.
